# From PubChem BioAssay
# TEAD-YAP inh: TEAD-YAP interaction inhibition, primary screen, TEAD-YAP interaction inhibitor project, luminescence, HEK-TIYL cells; TEAD-Gal4/YAP UAS-luciferase luminescence; inhibition, % at 9.12 µM; hit rate 1.4% among 640,000; in the data active = inhibition above about 32%;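 note: 0% = median of test compound wells and 100% = reference inhibitor wells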
# FBW7 activator: FBW7 E3 ligase activators, primary screen, biochemical, AlphaScreen, human | AID 1259310, 2017 | AlphaScreen FBW7–phospho-cyclin E peptide binding, activator screen | normalized activity (activation), % at 26.1 µM | hit rate 0.13% among 650,000 | F-box/WD repeat-containing protein 7 (Homo sapiens), Q969H0; in the data active = normalized activity above about 1.9%;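 note: purified mutant Fbw7 with reduced substrate affinity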
# Target sequence (Q969H0 whole entry, looked up): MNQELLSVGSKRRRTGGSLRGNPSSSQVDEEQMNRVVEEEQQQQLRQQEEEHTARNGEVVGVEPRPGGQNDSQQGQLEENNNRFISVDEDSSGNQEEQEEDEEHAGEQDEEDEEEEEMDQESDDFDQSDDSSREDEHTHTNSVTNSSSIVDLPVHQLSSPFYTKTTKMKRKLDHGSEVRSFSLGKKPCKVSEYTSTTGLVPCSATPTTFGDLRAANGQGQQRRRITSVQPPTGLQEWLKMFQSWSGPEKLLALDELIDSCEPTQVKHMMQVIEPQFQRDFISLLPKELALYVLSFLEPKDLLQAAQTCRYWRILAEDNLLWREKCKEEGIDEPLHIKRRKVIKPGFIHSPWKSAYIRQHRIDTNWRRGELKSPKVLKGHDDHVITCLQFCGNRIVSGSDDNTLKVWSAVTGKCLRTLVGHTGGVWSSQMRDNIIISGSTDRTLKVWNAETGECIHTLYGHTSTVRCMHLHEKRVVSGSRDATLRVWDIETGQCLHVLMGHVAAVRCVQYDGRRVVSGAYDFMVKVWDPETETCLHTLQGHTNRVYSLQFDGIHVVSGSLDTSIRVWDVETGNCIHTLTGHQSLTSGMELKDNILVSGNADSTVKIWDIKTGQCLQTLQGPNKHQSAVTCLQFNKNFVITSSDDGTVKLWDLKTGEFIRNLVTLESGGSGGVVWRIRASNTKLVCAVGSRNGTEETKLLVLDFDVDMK
# GPR151 ag: activators of human GPR151, primary screen, cell-based, PathHunter beta-arrestin, luminescence; PathHunter beta-arrestin GPR151 cells; hit rate 1% among 650,000; AID 1508602, 2020; activation, % at 11.2 µM; in the data active = activation above about 4.9%;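 note: 0% = median of compound wells and 100% = cells with positive control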
# MITF primary: MITF inhibitors, primary screen, biochemical, AlphaScreen, human; inhibition, % at 2.6 µM; Microphthalmia-associated transcription factor (Homo sapiens), O75030; hit rate 0.91% among 650,000; AlphaScreen MITF homodimerization, bead proximity signal; AID 1259374, 2018; in the data active = inhibition above about 50%;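 note: 0% = vehicle wells with protein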
# Numbers without * were called inactive.
SMILES,TEAD-YAP inh,FBW7 activator,GPR151 ag,MITF primary
COCC(=O)NC(CC(C)C)c1nnc2n1CCN(Cc1ccccc1Cl)CC2 (stereo not given),5,0.0,0.5,9
CN(C(=O)Cn1ncc2c1-c1ccccc1OC2)c1ccccc1F,13,0.4,-1.4,9
O=C1c2cccc3cccc(c23)C(=O)N1NC(=S)NCC1CCCO1 (stereo not given),-4,-0.1,-0.7,-5
COc1cccc(-c2csc(/C(C#N)=C/Nc3cccc([N+](=O)[O-])c3)n2)c1,6,0.1,0.8,-3
CSc1ccc2nc(NC(=O)c3cccc(Cl)c3)sc2c1,-77,0.7,-1.4,-4
OCCC1CN(CCO)CCN1Cc1ccc(F)c(F)c1 (stereo not given),3,0.2,0.6,7
Cc1cc2oc(=O)cc(CN3C(=O)NC4(CCCCC4)C3=O)c2cc1C,7,0.0,-1.0,2
COc1cc(Nc2nc(NCCCN3CCCC3=O)c3ncn(-c4ccsc4)c3n2)cc(OC)c1OC,54*,0.0,-0.8,2
CCOC(=O)c1ccc(NC(=O)CSc2nc3c(c(=O)n2-c2ccc(Br)cc2)SCC3)cc1,0,-0.1,-0.1,11
O=C(Cn1cnc([N+](=O)[O-])n1)Nc1ccc(Cl)cc1Cl,6,-0.2,-1.1,-11
O=C(CN1C(=O)NC2(CCCCCC2)C1=O)Nc1ccc(F)c(F)c1,-1,0.0,0.9,-6
CC(=O)Nc1nc2c(C)c(Cl)ccc2s1,7,0.4,2.4,5
OCCC1CN(Cc2cccc(F)c2F)CCN1Cc1ccsc1 (stereo not given),3,-0.1,-1.1,2
COc1cc(NC(=O)c2cccc(-n3cc(Nc4cccc(-c5ccccc5)n4)cn3)c2)ccc1N1CCOCC1,3,0.1,1.1,-3
COc1ccc(N(C)C(=O)c2coc(=O)c3ccccc23)c(OC)c1,-1,0.0,1.5,-5
Cc1ccc(C(=O)Cn2cc[n+](C)c2)cc1,5,0.5,-0.8,11
O=c1[nH]c(C2COc3ccccc3O2)nc2ccc(-c3cn[nH]c3)cc12 (stereo not given),-5,0.0,-3.2,26
COCc1cc(C)n(CC(=O)Nc2cccc(Cl)c2C)c(=O)c1C#N,9,0.0,-1.4,-4
N#CCC(=O)NCCOc1ccccc1,4,0.1,8.6*,11
CCOC(=O)c1ccc(NC(=S)NC(=O)c2cc(OC)cc(OC)c2)cc1,-2,0.0,-0.2,-3
Cc1ccc2nc(Nc3ccc(Cl)cc3)nc(-c3ccccc3)c2c1,-1,0.3,1.1,-6
COc1ccc(-c2nc(SC)n(C(=O)Cc3ccccc3)n2)cc1,-28,-0.2,-2.0,10
O=C(NCCc1csc2nc(-c3ccc(F)cc3)nn12)c1cccs1,2,-0.1,-0.7,-4
COCCNC(=O)c1cccc(OC2CCN(CC3=CC[C@H]4C[C@@H]3C4(C)C)CC2)c1,-6,-0.1,0.7,-5
CC1CCc2c(sc(NC(=O)c3ccco3)c2C(N)=O)C1 (stereo not given),-52,0.1,0.1,9
O=S(=O)(N1CCCCCC1)N1CCN(c2ccccc2)CC1,8,0.0,0.7,-1
CC1CC(C)CN(C(=O)Cn2c(=O)oc3cc(S(=O)(=O)N4CCCC4)ccc32)C1 (stereo not given),-7,0.3,-0.7,5
Cc1cccc(C)c1NC(=O)C(=O)N/N=C/c1ccccc1O,11,-0.2,-0.5,24
CC(C)(C)c1nc2sc3c(c2c(=O)[nH]1)CCCC3,-5,-0.1,2.8,4
COC(=O)c1c(N)oc2c(-c3cccc(C(F)(F)F)c3)c3c(C(=O)OC)c(N)oc3cc12,1,0.0,0.9,-10
Fc1ccc(/C=N/Nc2nc3ccccc3nc2Cl)cc1,-13,0.4,-1.3,16
COc1cccc(CNC(=O)c2cc3oc4ccccc4c3n2C)c1OC,36*,-0.3,0.3,15
Cc1ccc(C2SCC(=O)N2c2ccc(C)c(Cl)c2)cc1 (stereo not given),-5,-0.1,0.0,4
CCN(c1ccccc1)S(=O)(=O)c1ccc2[nH]cc(C(=O)N(CCOC)CCOC)c(=O)c2c1,12,0.1,0.3,-1
CCOC(=O)c1c(NC(=O)c2cccs2)sc2c1CC(C)(C)OC2,4,0.2,-0.8,3
O=C(CSc1nnnn1-c1ccc2c(c1)OCCO2)NNC(=O)c1ccco1,14,0.1,2.2,5
COc1ccc(C(=O)COC(=O)CCC(=O)c2ccc(Cl)cc2)c(OC)c1,-6,0.0,0.9,0
Cc1cc2c(cc1S(=O)(=O)N(C)c1ccc(Br)cc1)OCC(=O)N2,2,0.2,10*,14
CCOC(=O)C1CCCN(C(=O)Cc2ccc(OC)c(OC)c2)C1 (stereo not given),4,-0.1,-1.5,1
COc1ccc(Cl)cc1S(=O)(=O)NCC1(O)CCCC1,-1,-0.1,-0.1,-3
CCOC(=O)C1=C(c2ccccc2)NC(=O)NC1c1ccccc1OC (stereo not given),-9,-0.2,-0.9,1
O=C(c1cccn2c(=O)c3ccc(Cl)cc3nc12)N1CCN(c2ccccc2F)CC1,7,0.2,1.0,2
CCN(c1ccccc1)S(=O)(=O)c1ccc(C(=O)NCCCN2CCCC2=O)cc1,-8,0.2,-2.5,15
COc1cc(/C=N/NC(=O)COc2ccc(Cl)cc2Cl)cc([N+](=O)[O-])c1O,5,0.2,-1.1,13
CSc1nnc2c(n1)OC(c1ccc(OC(C)=O)cc1)N(C(C)=O)c1ccccc1-2 (stereo not given),-8,0.3,-1.5,13
CCC(=O)c1cc(Cl)ccc1NC(=O)c1ccc(Br)cc1,12,0.2,-0.2,-2
CCOc1ccccc1N1CCN(C(=O)c2cccc(Cl)c2)CC1,-4,0.1,0.8,-11
CCOC(=O)C1C(c2ccc(Cl)cc2)n2nc(C(F)(F)F)nc2NC1(C)O (stereo not given),-3,0.4,1.2,15
COc1ccc(CCNC(=O)c2ccc3c(c2)nc(SCc2ccccc2Cl)n2c4ccccc4nc32)cc1OC,2,0.1,-0.1,1
COc1ccc(NC(=O)c2ccc3c(=O)n(Cc4ccco4)c(=S)[nH]c3c2)cc1OC,12,-0.2,0.3,-2
O=C(Nc1ccc(S(=O)(=O)Nc2ccc(F)cc2)cc1)c1ccccc1,11,0.0,1.1,-3
O=C(CS(=O)(=O)c1ccccc1)Nc1cccc(-c2nc3ccccc3o2)c1,-2,0.0,-0.6,8
COC(=O)c1sc2ccccc2c1NC(=S)NC(=O)c1ccc(S(=O)(=O)N2CCCC2)cc1,5,1.4,-1.3,18
O=C(O)C1CSC(c2ccc(F)cc2)N1 (stereo not given),2,-0.1,0.4,-7
O=C1Nc2ccccc2C1(C(F)(F)F)C(F)(F)F,0,0.0,1.8,-3
O=C1Nc2ccc(S(=O)(=O)ON3C(=O)c4ccccc4C3=O)c3cccc1c23,9,-0.1,-0.5,-2
Cc1cc(N2C(=O)c3ccc(C(=O)N4CCN(c5ccc(F)cc5)CC4)cc3C2=O)no1,-8,0.7,-1.3,8
CCC(C(=O)Nc1cc(Cl)ccc1C)n1nnc(C(=O)O)c1C(=O)O (stereo not given),-4,0.0,-1.5,14
CCCn1cc(NC(=O)C2CC(c3cccc4cc[nH]c34)=NO2)cn1 (stereo not given),-3,0.8,-1.4,-7
CC(=O)NCCNS(=O)(=O)c1cccs1,-1,0.2,0.5,3
# Later entries
SMILES,TEAD-YAP inh,FBW7 activator,GPR151 ag,MITF primary
Cc1ccc2c(c1)N(CC(=O)NCc1cccs1)C(=O)C(C)O2 (stereo not given),-5,0.0,-0.2,-8
COc1cc(/C=C2/SC(NC(C)=O)=NC2=O)cc(OC)c1OC,-3,0.0,3.2,11
CCc1[nH]nc2c1C(c1ccc(OC)c(OC)c1)C(C#N)=C(N)O2 (stereo not given),-5,0.3,0.6,8
Cc1ccc(N2C(=O)CC3(CC(C(=O)OCc4ccccc4)=NN3)C2=O)cc1 (stereo not given),3,-0.1,0.7,-5
Cc1cccnc1C(NC(=O)C1CCN(C(=O)C2CC2)CC1)c1cccs1 (stereo not given),-4,-0.2,-0.5,-16
CCC(SC1=NCCS1)C(=O)Nc1nnc(C)s1 (stereo not given),4,-0.6,-0.8,-7
Cc1cccc(-c2noc(CNC(=O)COc3ccc(Br)cc3C)n2)c1,14,0.9,-1.9,7
COC(=O)C1C(O)=C(C(C)=NC(C)C)C(=O)CC1(C)C (stereo not given),9,-0.1,2.0,2
CC(C)n1nnnc1SCC(=O)NC1CCCC1,-7,0.0,0.6,-11
COc1ccc(CC(=O)Nc2ccc(I)cc2)cc1,-25,0.0,0.2,-28
CCN(CC)Cc1ccc(C(=O)NCc2nc(-c3ccccc3)cs2)c(=O)[nH]1,0,0.0,0.6,0
CCOC(=O)C1=C(O)/C(=C\c2ccncc2)SC1=Nc1ccccc1,-6,-0.1,-1.4,-3

# One compound at a time, as listed above. Order of values: TEAD-YAP inh	FBW7 activator	GPR151 ag	MITF primary
# `CC(=O)Nc1nc2c(C)c(Cl)ccc2s1` is listed with 7	0.4	2.4	5
# `CC(C)n1nnnc1SCC(=O)NC1CCCC1` is listed with -7	0.0	0.6	-11

# Further results
SMILES,TEAD-YAP inh,FBW7 activator,GPR151 ag,MITF primary
CCSc1ccc(-c2cnc(NCC3CC3)c3nccn23)cc1,4,-0.1,3.9,-1
COc1ccc(Cl)cc1NC(=O)CC(NCc1ccco1)C(=O)O (stereo not given),2,0.0,1.6,-3
CCOC(=O)C1=C(C)OC(N)=C(C#N)C1c1c(Cl)cccc1Cl (stereo not given),22,0.1,-0.7,7
CCOC(=O)N1CCN(CC(O)COc2ccc(OC)cc2)CC1 (stereo not given),-4,0.1,-0.5,0
O=C(COC(=O)C1CC1)NCc1ccccc1,2,0.0,-0.1,3
CCOC(CNC(=O)c1sc2ncnc(N3CCN(c4ccc(OC)cc4)CC3)c2c1C)OCC,7,-0.2,-0.4,-17
Cc1ccc(NC(=O)CSc2ncc(S(=O)(=O)c3ccc(C)cc3)c(N)n2)cc1,5,0.0,-0.7,-17
COc1ccc(/C=N/NC(=O)c2ccc[n+]([O-])c2)cc1,8,0.2,-0.2,11
COc1ccc(C2C3=C(CCCC3=O)N(c3ccc([N+](=O)[O-])cc3)C(=N)/C2=C(/O)c2ccc(C)cc2)cc1 (stereo not given),-1,0.0,1.0,17
Cc1ccc(C(=O)NCC2COC3(CCCC3)O2)cc1C (stereo not given),-27,0.1,-0.7,-9
COc1cc(/C=C/c2cc(C(F)(F)F)[nH]c(=O)n2)c(Cl)cc1O,3,0.1,-0.1,13
CCN(CC)CCNC(=O)C(=O)NCC1OCCN1S(=O)(=O)c1ccc(C)cc1 (stereo not given),9,0.1,0.1,6

# A few values from the results shown:
# COc1ccc(/C=N/NC(=O)c2ccc[n+]([O-])c2)cc1 | GPR151 ag: -0.2
# COc1ccc(Cl)cc1NC(=O)CC(NCc1ccco1)C(=O)O (stereo not given) | FBW7 activator: 0.0

# Continued.
SMILES,TEAD-YAP inh,FBW7 activator,GPR151 ag,MITF primary
Cc1oc2c(CN3CCC(C)CC3)c(O)ccc2c(=O)c1-c1nc2ccccc2s1,-5,-0.1,0.7,1
CCc1c(C)nc(-n2nc(C)cc2C)n(CC(=O)Nc2cccc(Cl)c2)c1=O,4,0.4,-1.2,17
CCN1CCN(C(=O)C2CCN(Cc3cccc(Br)c3)CC2)CC1,10,0.6,-0.3,49
CSc1cccc(NC2=NC3CS(=O)(=O)CC3S2)c1 (stereo not given),21,0.8,-1.8,4
CCOc1cc(C)c(Cl)cc1S(=O)(=O)NCc1ccccc1,0,0.0,0.6,8
C=CCN1C(=O)C(C(=O)NC(C)(C)C)C2CC1(C)Oc1ccccc12 (stereo not given),-9,-0.1,1.1,1
Cc1cccc(NC(=O)CCn2c(=S)[nH]c3ccccc3c2=O)c1,-15,-0.1,-0.6,-10
COc1cccc(CNC(=O)C(O)c2ccc(-c3cn[nH]c3)cc2)c1 (stereo not given),-7,0.9,0.4,11

# Structures listed so far with a thiophene ring, fused or not (eleven):
SMILES,TEAD-YAP inh,FBW7 activator,GPR151 ag,MITF primary
COc1cc(Nc2nc(NCCCN3CCCC3=O)c3ncn(-c4ccsc4)c3n2)cc(OC)c1OC,54*,0.0,-0.8,2
OCCC1CN(Cc2cccc(F)c2F)CCN1Cc1ccsc1 (stereo not given),3,-0.1,-1.1,2
O=C(NCCc1csc2nc(-c3ccc(F)cc3)nn12)c1cccs1,2,-0.1,-0.7,-4
CC1CCc2c(sc(NC(=O)c3ccco3)c2C(N)=O)C1 (stereo not given),-52,0.1,0.1,9
CC(C)(C)c1nc2sc3c(c2c(=O)[nH]1)CCCC3,-5,-0.1,2.8,4
CCOC(=O)c1c(NC(=O)c2cccs2)sc2c1CC(C)(C)OC2,4,0.2,-0.8,3
COC(=O)c1sc2ccccc2c1NC(=S)NC(=O)c1ccc(S(=O)(=O)N2CCCC2)cc1,5,1.4,-1.3,18
CC(=O)NCCNS(=O)(=O)c1cccs1,-1,0.2,0.5,3
Cc1ccc2c(c1)N(CC(=O)NCc1cccs1)C(=O)C(C)O2 (stereo not given),-5,0.0,-0.2,-8
Cc1cccnc1C(NC(=O)C1CCN(C(=O)C2CC2)CC1)c1cccs1 (stereo not given),-4,-0.2,-0.5,-16
CCOC(CNC(=O)c1sc2ncnc(N3CCN(c4ccc(OC)cc4)CC3)c2c1C)OCC,7,-0.2,-0.4,-17
